High-throughput results as filed in PubChem BioAssay.
K1F lysis inhibition: protection from phage-mediated lysis, alamar blue read-out – E. coli UTI89, K1F phage, bacterial capsule biogenesis inhibitors (AID 488966); E. coli UTI89 K1F phage lysis, alamar blue, 2 h; higher % means a stronger effect; one-dose inhibition, % at 100 µM; IC50 in µM for titrated hits; actives 0.02% (n = 340,000);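 active = phage lysis inhibition, versus mean bacterial control, above a set limit; inconclusive = no clear call, values can overlap the other calls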;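 note: capsule biogenesis inhibitors block K1F phage lysis so surviving cells raise fluorescence; higher fluorescence means more inhibition of phage lysis; actives were called in the ten point dose series up to 300 µM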
GPR55 antagonists: inhibition of LPI-stimulated GPR55 beta-arrestin translocation – imaging, U2OS, beta-arrestin-GFP, LPI agonist, primary screen (AID 2013) | U2OS GPR55 beta-arrestin-GFP translocation imaging, LPI antagonism; higher % means a stronger effect | inhibition, % at 10 µM, or IC50 in µM where a hit was titrated | actives 0.13% (n = 290,000);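 active = spots per cell inhibited over 60%, with over 100 cells counted and total cytoplasm intensity under 500,000; inconclusive = wells with under 100 cells, flagged as likely toxic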;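 note: U2OS cells stably carrying GPR55 and arrestin-GFP stimulated by 5 µM LPI near EC80; imaged beta-arrestin-GFP aggregate spots per cell after agonist stimulation; plate controls were LPI-stimulated DMSO wells for no effect and DMSO wells without LPI for full effect; some results filed as inactive read as strong as hits; confirmed hits need IC50 under 10 µM and bright autofluorescent wells are also inconclusive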
Salmonella PhoP GFP: PhoP-dependent GFP reporter repression – Salmonella Typhimurium, primary screen (AID 1863) | actives 0.16% (n = 300,000) | S. Typhimurium PhoP-regulated promoter GFP reporter, 4 h; higher % means a stronger effect | inhibition, % at 50 µM; hits with a dose series show IC50 in µM;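 active = inhibition over 29.93%, a cutoff 3 SD above the screen mean, later confirmed by dose response; inconclusive = inhibition over 29.93% but no dose response follow-up; inactive = inhibition at most 29.93% or unconfirmed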;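 note: 0% = low Mg2+ inducing control and 100% = high Mg2+ repressing control; strong numbers were not always called active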
SV40 large T antigen: SV40 large T antigen inhibitors, biochemical (AID 1903). SV40 large T antigen ATPase/helicase inhibition assay; higher % means a stronger effect. one-dose inhibition, % at 20 µM; IC50 in µM for titrated hits. actives 0.39% (n = 310,000); in the data active = a potency from the dose series; inconclusive = inhibition mostly from about 32% at the one dose, without a potency; inactive = the rest, 99 in 100 with inhibition below about 32%; note: strong numbers were not always called active
Rac1 GTP hydrolysis: MgcRacGAP GTPase-activating activity inhibitors, confirmation, biochemical, ADP Hunter fluorescence; MgcRacGAP-stimulated Rac1 GTP hydrolysis, ADP Hunter fluorescence; higher % means a stronger effect; GST-tagged Rac1 F28L mutant substrate; inhibition, % at 30 µM; hits with a dose series show IC50 in µM; actives 0.6% (n = 340,000); AID 624330;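 active = first-screen hits whose inhibition reached a set limit at any dose in the follow-up dose series; inconclusive = inhibition above the set first-screen limit but never retested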;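 note: fluorescence reports GDP produced by GAP-driven GTP hydrolysis; strong numbers were not always called active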
RSV antiviral HEp-2: RSV antiviral activity via CPE protection, HEp-2 cells, primary 10 µM value included (AID 2391). HEp-2 cells, RSV-induced CPE inhibition; higher % means a stronger effect. one-dose CPE inhibition, % at 10 µM; IC50 in µM for titrated hits. actives 0.13% (n = 310,000); in the data active = a potency from the dose series; inconclusive = CPE inhibition mostly from about 23% at the one dose, without a potency; inactive = the rest, 99 in 100 with CPE inhibition below about 21%; note: strong numbers were not always called active
HIV peptide binding: cell-free HIV fusion peptide-binding blockers – biochemical, uHTS, fluorescence dequenching, primary screen (AID 1986); cell-free peptide binding, fluorescence dequenching, 30 min; higher % means a stronger effect; one-dose inhibition, % at 20 µM; IC50 in µM for titrated hits; actives 0.3% (n = 290,000); in the data active = inhibition mostly above about 52%, no sharp cut-off; inactive = mostly below about 76%; note: some results filed as inactive read as strong as hits
NS5 inhibitors: flavivirus cap methylation enzyme inhibition – biochemical, confirmation dose response, primary screen (AID 588689) | inhibition, % at 25 µM; hits with a dose series show IC50 in µM | actives 0.3% (n = 340,000) | Dengue-2 NS5 methyltransferase capping enzyme assay, biochemical; higher % means a stronger effect; in the data active = a potency from the dose series; inconclusive = inhibition above about 29% without an active follow-up result
GPR35 arrestin U2OS: inhibition of zaprinast-stimulated GPR35 beta-arrestin translocation – imaging, U2OS, beta-arrestin-GFP, zaprinast agonist, primary screen (AID 2058); U2OS GPR35 beta-arrestin-GFP translocation imaging, zaprinast antagonism; higher % means a stronger effect; inhibition, % at 10 µM, or IC50 in µM where a hit was titrated; actives 0.052% (n = 290,000);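 active = inhibition of at least 50% with at least 30 cells and total cytoplasm GFP at most 10,000,000; inconclusive = under 30 cells or total GFP of 10,000,000 plus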
NS5 inhibitors pilot replicate: recorded beside NS5 inhibitors, whose call it bears; inhibition, %; measured here: pilot screen replicate inhibition
* = called active by the depositor; i = inactive; ? = inconclusive; / = no result given; [ ] = another dose, or the depositor's remark.

SMILES | K1F lysis inhibition | GPR55 antagonists | Salmonella PhoP GFP | SV40 large T antigen | Rac1 GTP hydrolysis | RSV antiviral HEp-2 | HIV peptide binding | NS5 inhibitors | GPR35 arrestin U2OS | others
Clc1ccc(-n2ncc3c(NCc4ccco4)ncnc32)cc1 | -0.2% | -8% | -1% | 2% | -1% | 3.5% | 1.7% | -2% | -8%
CCC(C)NC(=O)C(=O)NCc1ccccn1 (configuration not stated) | 0.4% | 9% | 4% | 2% | 4% | 2.1% | 1.2% | / | 18%
O=C(/C=C/c1ccc2ccccc2n1)N1CCN(c2ccccc2)CC1 | 1.5% | 3% | -9% | 6% | 3% | 9.1% | 3.7% | 1% | -7%
COc1cc(CNCc2c[nH]c3ccccc23)cc(OC)c1 | 0.0% | -2% | 6% | 10% | 18% | 4.2% | 0.9% | 1% | -1%
Cc1ccc2cc(CN(CC3CCCO3)C(=O)c3cccs3)c(=O)[nH]c2c1 (configuration not stated) | -0.2% | 4% | 1% | 0% | 4% | 1.4% | -0.8% | -2% | 2%
O=C(NCc1ccccc1Cl)C(=O)NCC1OCCCN1S(=O)(=O)c1cccs1 (configuration not stated) | 0.7%[50 µM] | 1% | 1% | 7% | 8% | 1.4% | -0.9% | -6% | -4%
CSc1nc(-c2cccs2)c(C#N)c(=O)[nH]1 | -2.6% | 0% | 2% | 9% | 5% | 3.5% | 4.0% | 8% | -4%
CCCc1nc(SCC(=O)Nc2ccccc2)c2c(=O)n(C)c(=O)n(C)c2n1 | 0.1% | -8% | 7% | 1% | 5% | 2.8% | -0.8% | -7% | 7%
CC(=O)COC(=O)c1cc(-c2ccc(C)cc2)nc2ccccc12 | 0.2% | 6% | 7% | 2% | 2% | 0.8% | -0.8% | 2% | 0%
O=C(c1cc(Sc2ccc(Cl)cc2)nc2ccccc12)N1CCN(c2ccccn2)CC1 | 0.5% | 2% | 4% | 3% | 7% | 3.6% | -0.9% | -9% | -5%
Cc1cccc(C(=O)NCCC(=O)NCc2ccccc2Cl)c1 | 0.7%[50 µM] | / | / | / | 5% | 0.5% | / | -8% | /
Cc1cc(NCCCn2ccnc2)n2nc(C)c(-c3ccccc3)c2n1 | 1.6% | 7% | -2% | 0% | 10% | 1.0% | 20% | -6% | 10%

Gathered by group, the entries above with two or more sulfur atoms.
SMILES | K1F lysis inhibition | GPR55 antagonists | Salmonella PhoP GFP | SV40 large T antigen | Rac1 GTP hydrolysis | RSV antiviral HEp-2 | HIV peptide binding | NS5 inhibitors | GPR35 arrestin U2OS | others
O=C(NCc1ccccc1Cl)C(=O)NCC1OCCCN1S(=O)(=O)c1cccs1 (configuration not stated) | 0.7%[50 µM] | 1% | 1% | 7% | 8% | 1.4% | -0.9% | -6% | -4%
CSc1nc(-c2cccs2)c(C#N)c(=O)[nH]1 | -2.6% | 0% | 2% | 9% | 5% | 3.5% | 4.0% | 8% | -4%

Other structures follow.
SMILES | K1F lysis inhibition | GPR55 antagonists | Salmonella PhoP GFP | SV40 large T antigen | Rac1 GTP hydrolysis | RSV antiviral HEp-2 | HIV peptide binding | NS5 inhibitors | GPR35 arrestin U2OS | others
COc1ccc(-c2noc(CSc3ccc(C)cc3)n2)cc1 | -1.0% | -9% | 5% | -3% | 2% | 1.8% | -3.3% | 0% | -5%
Cc1ccc2[nH]c(=O)c(CN(Cc3ccco3)C(=O)c3cccs3)cc2c1 | / | 3% | 7% | -3% | / | / | -1.1% | / | 3%
Cc1cccc2sc(NNC(=O)c3ccc(S(=O)(=O)N4CC(C)CC(C)C4)cc3)nc12 (configuration not stated) | -1.1% | 15% | 7% | 16% | 1% | 2.6% | 7.2% | -3% | -11%
COCCN1C(=O)N[C@@H](CCc2ccccc2)[C@H](C(=O)OC)[C@H]1C | 0.3% | / | / | 11% | -8% | 0.2% | / | 4% | /
CC1S/C(=N/N=C/c2ccco2)NC1=O (configuration not stated) | 0.1% | 0% | -9% | 16% | 10% | 1.6% | 6.1% | 4% | -11%
COc1ccc2cc(C(=O)C3CCCN(C(=O)c4cccnc4)C3)ccc2c1 (configuration not stated) | 0.4% | 11% | -4% | 10% | 10% | 7.4% | 3.0% | 8% | -8%
Cc1c(-c2ccccc2)c(=O)oc2ccc(O)cc12 | 0.0% | 13% | -9% | 16% | 10% | 47% | -1.1% | -3% | -5%
O=S(=O)(NC1CCCCC1Oc1ccccc1)c1ccccc1 (configuration not stated) | -1.1% | -7% | -8% | 3% | -1% | 1.9% | 2.1% | 1% | 7%
O=C1N(Nc2ccccc2)C(c2ccc(Br)cc2)C12CCCCC2 (configuration not stated) | 0.9% | -4% | -5% | 3% | 6% | 1.9% | -2.5% | -3% | -5% | NS5 inhibitors pilot replicate=2.4
O=C(COc1cccc(Br)c1)N/N=C1\CCCc2ccccc21 | 0.5% | 6% | -9% | 9% | -1% | -0.6% | 0.0% | -10% | 2%
COc1ccc(-c2cc(C(=O)OCC(=O)NC3CC3)c3ccccc3n2)cc1 | 0.4%[50 µM] | / | / | / | 5% | 3.4% | / | -5% | /
COc1ccc(/C=C/C(=O)NC(C)C)cc1Br | 0.7% | 5% | -4% | 4% | -3% | 0.4% | -1.0% | -3% | 0%
COc1cccc(/C=C/C(=O)NNC(=O)c2cc(C)oc2C)c1 | 1.4%[50 µM] | / | -9% | 14% | 1% | 2.0% | / | 0% | /
O=C(NCc1ccccc1OC(F)(F)F)C1CCC(=O)N(Cc2cccc(F)c2)C1 (configuration not stated) | -0.1% | 17% | -3% | 7% | 7% | 0.6% | 0.0% | -8% | 2%
CCCCCN(C(=O)CCC(=O)OCC(=O)N(C)C1CCCCC1)c1c(N)n(CCCC)c(=O)[nH]c1=O | 0.2%[50 µM] | / | 7% | 12% | -1% | -0.9% | / | -6% | /
Cc1ccc(NC(=O)CSCC(=O)NC2=NCCS2)cc1 | 0.7%[50 µM] | / | / | / | 3% | -0.4% | / | -7% | /
COC(=O)c1ccc2c(=O)n3c(nc2c1)SCC(c1ccccc1)=N3 | -0.2% | 1% | 0% | -3% | 5% | 1.5% | -4.0% | 0% | -10%
O=C(CCC(=O)N1CCN(c2ccc(F)cc2)CC1)c1ccc(F)cc1 | / | 8% | -10% | 14% | / | 2.3% | -0.2% | / | 5%
COc1ccc(/C=N/NC(N)=S)cc1OC(=O)c1ccccc1 | 0.6% | -11% | -6% | 20% | 6% | 5.7% | -3.3% | -10% | 8%
CC(C)(C)NC(=O)C(=O)NNC(=O)c1cccc(F)c1 | 0.1% | 4% | 4% | 7% | 3% | 6.0% | -2.5% | -15% | -12%
COc1ccc(-c2csc(NC(=S)NC(=O)c3ccccc3)n2)cc1Br | / | 3% | -4% | 6% | / | 6.7% | 1.2% | / | 11%
Cc1cc(=O)oc2cc(OC(C)C(=O)NCCCn3ccnc3)ccc12 (configuration not stated) | 0.3% | 10% | -7% | 25% | -1% | -1.2% | 1.6% | -9% | -1%
COc1ccc(CN(C)Cc2nc3scc(-c4ccccc4)c3c(=O)[nH]2)cc1OC | 7.2% | -2% | 5% | 10% | 6% | 2.7% | 2.3% | -5% | -11%
COc1ccc(CCNC(=O)CSc2nc(-c3ccco3)cc(C(F)(F)F)n2)cc1OC | 1.9% | 0% | -3% | -3% | 1% | 0.4% | -1.1% | -2% | 5%
Cn1nccc1NC(=O)Nc1cccc(Cl)c1Cl | -0.1% | -7% | 4% | 7% | 3% | ? | -0.7% | -12% | 3%
Nc1nc(SCc2ccc3c(c2)OCCO3)n[nH]1 | 0.3% | -8% | 10% | -2% | 1% | -0.4% | 1.2% | -2% | 3%
COc1ccc(C)cc1N(C(=O)Cn1nnc(-c2ccc(C)o2)n1)C(C(=O)NC1CCCC1)c1ccncc1 (configuration not stated) | 0.2% | 0% | -5% | 19% | 2% | 1.0% | -0.8% | -2% | -6%
O=C(NCCCn1ccnc1)c1ccc(Cl)c(Cl)c1 | 0.3% | 14% | 0% | 6% | 7% | 1.2% | -0.8% | -5% | -11%
CC(SCCc1ccccn1)C(=O)O (configuration not stated) | 0.7% | 4% | -6% | 3% | 4% | 1.1% | 0.8% | -6% | -5%
Cc1ccc(C(=O)Nc2nncs2)cc1S(=O)(=O)N1CCOCC1 | 0.1% | -11% | -1% | 16% | 4% | 2.4% | 0.3% | -5% | 13%
COc1ccc(C(C(=O)NC2CCCC2)N(C(=O)c2snc(-c3ccc(F)cc3)c2N)c2ccccc2)cc1 (configuration not stated) | -5.7% | / | -6% | -28% | 2% | -0.5% | -0.4% | -5% | -3%
O=S(=O)(Nc1c(O)ccc2ccccc12)c1ccccc1 | -1.7% | / | / | 55% | 11% | 0.1% | / | 34% | /
CCCCOC(=O)C1[C@H]2C(=O)N(c3ccccc3CC)C[C@]23C=C[C@H]1O3 (some centres not stated) | 1.4% | -16% | 2% | 1% | 16% | 3.1% | -1.5% | 4% | 0%
CCOc1ccc(CN(C)c2ccc(S(=O)(=O)N3CCN(C)CC3)cc2[N+](=O)[O-])cc1OC | 0.5%[50 µM] | / | / | / | 14% | 5.1% | / | -4% | /
CC(C)(C)c1ccc(CN(Cc2ccccc2)C(c2ccccn2)c2nnnn2C(C)(C)C)cc1 (configuration not stated) | i | 57% | -28% | 7% | 7% | 13% | -0.7% | 3% | 0%
CCOC(=O)CC(C#N)c1c[nH]c2ccccc12 (configuration not stated) | 0.1% | 21% | -5% | -4% | 1% | 2.1% | 0.8% | 0% | -18%
COc1cc(C)nc(NC(=O)NC(=O)c2ccc(C(F)(F)F)cc2)n1 | 0.4% | -11% | 7% | 1% | 10% | 1.6% | 0.0% | -5% | 17%
Cc1cc(C(=O)OC(C(=O)Nc2cccc(C(F)(F)F)c2)c2ccccc2)c(C)o1 (configuration not stated) | -3.0% | 21% | -5% | 6% | 8% | ? | 1.1% | -6% | 7%
CCC(=O)N1CCN(c2ccc(NC(=O)COc3ccc(C)cc3C)cc2)CC1 | 0.2% | -18% | 4% | 5% | 5% | 2.5% | 0.4% | -7% | 9%
Cc1ccc(/C=C/S(=O)(=O)Nc2ccc(C)cc2)cc1 | 0.6% | 15% | 3% | -1% | 4% | 4.8% | -0.6% | -7% | -16%
Cc1ccc(C(=O)NCCNC(=O)CN2CCCC2)cc1 | 4.0% | 15% | -4% | 12% | 3% | -0.4% | -0.7% | -5% | 4%
